GAA glycogen mod = inhibitors or activators of human alpha-glucosidase glycogen cleavage | 300,000 compounds, 0.38% hits | recombinant GAA, glycogen substrate, Amplex Red glucose oxidase fluorescence | AID 2100 | Potency, µM (top dose mostly 76.4 µM), for inactives: at the top dose activity change, negative = inhibition, actives largely listed as inhibitors | P10253; active = well fitted inhibition curve with a large enough effect; inconclusive = small, poorly fitted or top-dose-only effect, or another doubt; inactive = no such curve, though single readings can be large or run the other way;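 note: 0% = full enzyme reaction and -100% = no-enzyme basal signal; the screen sought inhibitors and activators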
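Natural-substrate format: glycogen cleavage by 4 nM human enzyme, glucose read by Amplex Red coupling (Ex 573, Em 610 nm). Normalized to enzyme and no-enzyme controls.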
Numbers without * were called inactive; ? = inconclusive; [ ] = another dose, or the depositor's remark. Potency is the fitted concentration of half-maximal effect. Not all compounds are listed. The share of hits here may be higher or lower than overall.

Structure | GAA glycogen mod
CS(=O)(=O)N(CC(=O)N1CCOCC1)c1ccccc1 | -1%[76.3 µM]
CCCc1cc(C(=O)Nc2ccc(Cl)cn2)cs1 | 5%[76.3 µM]
CCC1CCC(N2CCN(c3ccc(F)cc3)CC2)CC1 (stereo not drawn) | 1%[76.3 µM]
CNC(=O)c1[nH]nc2c1CCc1ccccc1-2 | 4%
CCN(c1ccc(OC)cc1)S(=O)(=O)N1CCCC(C(=O)NCc2cccc(C)c2)C1 (stereo not drawn) | -2%[76.3 µM]
CC(C)(C)N1C(=O)[C@H]2[C@@H](c3ccc(Br)cc3)N3C(=O)N(c4ccccc4)C(=O)[C@@]3(C)[C@H]2C1=O | 15%[76.3 µM]
CCOc1ccc(N2CC(C(=O)N3CCCC3)CC2=O)cc1 (stereo not drawn) | -5%[76.3 µM]
CN(C)c1ccc(/C=N/N(CCO)C2=NS(=O)(=O)c3ccccc32)cc1 | 2%
CCCCN(CC(O)COc1cccc(C)c1)CC(O)COc1cccc(C)c1 (stereo not drawn) | -9%
CC(=O)Nc1ccc(S(=O)(=O)N/N=C/c2ccc(C)o2)cc1 | -4%[76.3 µM]
CCOCCCNC(=O)c1oc2ccc3c(c2c1C)C(O)CC(C)(C)O3 (stereo not drawn) | 4%
CCOc1cc(/C=C(\C#N)c2nc3ccccc3[nH]2)ccc1OC(C)C(=O)O (stereo not drawn) | -1%
COc1cccc(CNC(=O)c2ccc(C)c(NC3=NC4CS(=O)(=O)CC4S3)c2)c1 (stereo not drawn) | 17%[76.3 µM]
Cc1ccc2c(-c3csc(N)n3)c[nH]c2c1 | -1%
COCCCn1c(=O)c2ccccc2n(CC(=O)Nc2ccc3c(c2)OCCO3)c1=O | 0%[76.3 µM]
O=c1oc(/C=C/c2ccc([N+](=O)[O-])s2)nc2ccccc12 | -10%[76.3 µM]
Cc1ccc(OCC(=O)Nc2ccc(N3CCN(C(=O)c4ccco4)CC3)cc2)c(C)c1 | 1%
COc1ccc2c(c1)C(NS(=O)(=O)OCC(Cl)(Cl)Cl)CCC2 (stereo not drawn) | -11%[76.3 µM]
Cn1nccc1C(=O)NC1CCN(Cc2ccccc2)CC1 | 2%[76.3 µM]
COc1ccccc1NC(=S)NCCc1ccc(OC)c(OC)c1 | -20%
O=C(NCc1ccco1)C1(S(=O)(=O)c2ccccc2)CC=CC1 | 12%[76.3 µM]
Cc1cc(C)n2nc(-c3ccc(Cl)cc3)cc2n1 | 3%
CCN(CC)C(=O)C1CCN(S(=O)(=O)c2c(C)noc2/C=C/c2cccc(C)c2)CC1 | 9%[76.3 µM]
CCCCOc1ccc(C(=O)N(C)CC(=O)Nc2ccc(C)cc2)cc1 | 1%
COc1ccc(-n2c(CN3CCN(c4ccccc4)CC3)nc3ccc([N+](=O)[O-])cc3c2=O)c(OC)c1 | 0%
CN(CC(=O)Nc1ccccc1Cl)C(=O)COC(=O)c1nc(Cl)c(Cl)c(Cl)c1Cl | 1%[76.3 µM]
COc1ccc(N2C(=NC(=O)C3CCCCC3)SC3CS(=O)(=O)CC32)cc1Cl (stereo not drawn) | 17%[76.3 µM]
COc1ccc(CN(C)C(=O)c2cccc(C(=O)N(C)Cc3ccc(OC)cc3)c2)cc1 | -1%
Cc1cc2nc3s/c(=C/c4ccc(-c5ccccc5C(=O)O)o4)c(=O)n3c2cc1C | 1%
COc1ccc(Cl)cc1NC(=O)C/C(C)=N/NC(=O)CCc1ccccc1 | 2%
O=C(c1ccccc1)c1ccc(OC(=O)C2CCCCC2)cc1 | 0%[76.3 µM]
COc1ccccc1CNC(=O)C1CCN(C(=O)[C@@H]2Cc3ccccc3CN2)CC1 | -5%[76.3 µM]
Cc1noc(C)c1C(=O)Nc1ccc(S(=O)(=O)N2CCCCC2)cc1 | -11%[76.3 µM]
Fc1ccc(CNc2ncnc3cc(Cl)ccc23)cc1 | -11%
O=C(N/N=C/c1ccoc1)c1ccccc1O | ?
CCCc1nc2nc(C)c(NS(=O)(=O)c3ccc([N+](=O)[O-])cc3)c(=O)n2[nH]1 | 1%
Cc1cccc(C)c1NC(=O)NC1(C(=O)N2CCN3CCCC3C2)CCCCC1 (stereo not drawn) | 2%[76.3 µM]
CCOC(=O)N1CCN(S(=O)(=O)c2ccc3c(c2)CC(C)N3C(=O)C2CC2)CC1 (stereo not drawn) | -4%[76.3 µM]
Cc1cc(C(F)F)nn1CC(=O)NC1CCCC1 | 6%[76.3 µM]
COc1ccccc1CCNC(=O)C(=O)c1cn(CC(=O)N2CCCC2)c2ccccc12 | 0%[76.3 µM]
CC(=O)c1cc2c(cc1NS(=O)(=O)c1cccc(C(=O)O)c1)OCO2 | -3%[76.3 µM]
Cc1ccc(NC(=O)CCNC(=O)c2ccc(Cl)cc2)cc1C | 2%
Cc1nnc(N/N=C/c2ccccc2F)n1N | ?
Cc1ccc(NC(=O)CN2CCc3cc4c(cc3C2C)OCCCO4)cc1C (stereo not drawn) | -1%[76.3 µM]
CCOC(=O)c1c(CSc2ccc(CC)cc2)oc2ccc(O)c(CN(C)C)c12 | -2%
CCc1nc(N2CCN(C(=O)c3ccco3)CC2)c(C#N)c2c1COC(C)(C)C2 | -2%[76.3 µM]
CCCOc1ccc(CNC(=O)CCC(=O)n2ncc3cc(C)ccc32)cc1 | 3%[76.3 µM]
N#C/C(=C\c1cccnc1)C(=O)Nc1ccc(Cl)cc1 | 2%[76.3 µM]
Cc1ccc(S(=O)(=O)c2nnn3c2nc(NCCCN2CCCC2=O)c2ccccc23)cc1C | -4%[76.3 µM]
Cc1ccc(C(=O)N2N=C(c3ccc(NS(C)(=O)=O)cc3)CC2c2cccs2)cc1 (stereo not drawn) | 2%

Continuation:
Structure | GAA glycogen mod
CSc1nc(Nc2ccc(Cl)cc2)c(C#N)c(=O)[nH]1 | 19%[76.3 µM]
Cc1ccccc1NC(=O)c1nnn(-c2ccc3c(c2)OCCO3)c1N | 2%
CCn1cc(CN2CCC(n3nccc3NC(=O)Cc3ccccc3)CC2)c(C)n1 | -14%[76.3 µM]
COc1ccc(N(CC(=O)N/N=C/c2ccc(OC)cc2OC)S(=O)(=O)c2ccccc2)cc1 | 1%
COc1cc(C2CC(c3cccs3)=NN2C(=O)CCl)ccc1OC(F)F (stereo not drawn) | -9%
CN(c1ccccc1C(=O)O)S(=O)(=O)c1ccc2[nH]c(=O)[nH]c2c1 | 1%
CC1(C)CC(NC(=O)C2CCN(S(=O)(=O)c3ccc(F)cc3)CC2)CC(C)(C)N1 | -2%[76.3 µM]
COc1ccc(S(=O)(=O)n2nc(C)cc2C)cc1OC | -8%[76.3 µM]
CC(=O)c1ccc(NC(=O)CCNC(=O)c2ccc(Cl)cc2)cc1 | -7%
CN(Cc1cccc(C(F)(F)F)c1)C(=O)C1CCC(=O)N(CC2CCCCC2)C1 (stereo not drawn) | 0%[76.3 µM]

Next structures follow:
mol | GAA glycogen mod
CCn1cc(CN2CCC(n3nccc3NC(=O)C3CCCC3)CC2)c(C)n1 | 0%[76.3 µM]
O=C(CCN1CCCCC1=O)NC1CCCN(Cc2ccc(Cl)cc2)C1 (stereo not drawn) | 3%[76.3 µM]
O=C(COc1ccc(Br)cc1)NCCNC(=O)c1cccnc1 | -8%[76.3 µM]
CCOC(=O)c1c(-c2ccc(OC)cc2)oc2ccc(O)cc12 | -2%
O=C1/C(=C\c2ccco2)SC(=S)N1C1CCCCC1 | -9%[76.3 µM]
COc1ccccc1N1CCN(C2CC(=O)N(c3cccc(Cl)c3)C2=O)CC1 (stereo not drawn) | -13%[76.3 µM]
NS(=O)(=O)c1cccc(NC(=O)COC(=O)CCc2ccccc2)c1 | 0%
Cc1ccc(O)c(CNc2cnc3ccccc3c2)c1 | -7%[76.3 µM]
COc1cc(OC)cc(C(=O)NCCc2cnc[nH]2)c1 | 6%
O=C1/C(=C/c2cccs2)SC(=S)N1CCCC(=O)N(CCO)c1ccccc1 | -4%
CCOc1ccc(NC(=O)C2CCCN(S(=O)(=O)c3cnc[nH]3)C2)cc1 (stereo not drawn) | 0%[76.3 µM]
CCc1c(C)sc(NC(=O)Cc2ccccc2C)c1C(=O)N1CCOCC1 | -4%[76.3 µM]
COc1cc(SC)ccc1C(=O)Nc1nc(C)cc(C)n1 | 9%[76.3 µM]
CCc1ccc(CN(C(=O)c2ccco2)C2CCS(=O)(=O)C2)cc1 (stereo not drawn) | 0%
O=C(c1ccco1)N1CCN(Cc2nnc(-c3cccc(Cl)c3)o2)CC1 | 3%
CCOc1c(Br)cc(Br)cc1/C=C1\SC(N)=NC1=O | -3%[76.3 µM]
CCCc1cc(CNC(=O)C2CCC(=O)N(CCc3cccc(F)c3)C2)on1 (stereo not drawn) | -6%[76.3 µM]
Cc1nc(NC(=O)c2c(-c3ccccc3Cl)noc2C)sc1C | -7%[76.3 µM]
COc1ccccc1NC(=O)/C(=C/c1ccncc1)NC(=O)c1ccccc1 | -10%[76.3 µM]
Cc1onc(-c2c(F)cccc2Cl)c1C(=O)N1CCCCC1 | -7%[76.3 µM]
Cc1cc(-c2nnc(SCC(=O)Nc3cccc(Cl)c3)n2N)n[nH]1 | -6%[76.3 µM]
CC(=O)NC(CC(=O)NCCOc1ccccc1F)c1ccccc1 (stereo not drawn) | -3%
COCCn1c(SCC(=O)N2CCCCCC2)nc2c([nH]c3ccccc32)c1=O | 1%[76.3 µM]
COc1ccc(N2CC(C(=O)Nc3c4c(nn3-c3ccccc3)CS(=O)(=O)C4)CC2=O)cc1 (stereo not drawn) | 0%[76.3 µM]

Pulled one by one from the list above, four records:
mol | GAA glycogen mod
COc1ccc(N2CC(C(=O)Nc3c4c(nn3-c3ccccc3)CS(=O)(=O)C4)CC2=O)cc1 (stereo not drawn) | 0%[76.3 µM]
Cc1onc(-c2c(F)cccc2Cl)c1C(=O)N1CCCCC1 | -7%[76.3 µM]
Cc1nc(NC(=O)c2c(-c3ccccc3Cl)noc2C)sc1C | -7%[76.3 µM]
Cc1cc(-c2nnc(SCC(=O)Nc3cccc(Cl)c3)n2N)n[nH]1 | -6%[76.3 µM]

Grouped by structure: those above with a nitro group on carbon (three)
mol | GAA glycogen mod
O=c1oc(/C=C/c2ccc([N+](=O)[O-])s2)nc2ccccc12 | -10%[76.3 µM]
COc1ccc(-n2c(CN3CCN(c4ccccc4)CC3)nc3ccc([N+](=O)[O-])cc3c2=O)c(OC)c1 | 0%
CCCc1nc2nc(C)c(NS(=O)(=O)c3ccc([N+](=O)[O-])cc3)c(=O)n2[nH]1 | 1%

(continued)
mol | GAA glycogen mod
CC(=O)N1c2c(cc(Br)cc2S(=O)(=O)N2CCCCC2)CC1C (stereo not drawn) | 15%
O=C(Nc1oc2ccc(Cl)cc2c(=O)c1-c1ccc(F)cc1)c1ccco1 | -4%[76.3 µM]
Cc1cc(OCc2ccc(C(=O)Nc3ccc(C(=O)O)cc3)o2)ccc1Cl | 2%
O=C(NC1=NCCS1)c1cc(Cl)ccc1Cl | 3%[76.3 µM]
Nc1nc2ccccc2n1CCOc1ccc(Cl)cc1 | 17%[76.3 µM]
COc1ccccc1/C=N/n1nnnc1N | -3%
CC(C)c1cc(C(=O)N2CCCC(Nc3ccc(F)c(F)c3)C2)nc(N)n1 (stereo not drawn) | -3%[76.3 µM]
O=C(Cn1cnnn1)NCc1ccccc1 | 8%[76.3 µM]
Cc1cccc(NC(=O)CNC(=O)N2CC(=O)Nc3ccccc32)c1C | -2%[76.3 µM]
Cc1occc1C(=O)N/N=C/c1c(O)ccc2ccccc12 | -2%
COc1ccc(NC(=O)C2CCN(S(=O)(=O)c3cccc4nonc34)CC2)cc1 | 0%
S=C(NCc1ccccc1)Nc1ccc(Oc2ccccc2)cc1 | ?
NC(=O)C1CCN(C(=O)c2ccccc2CCc2ccccc2)CC1 | 15%[76.3 µM]
O=C(CN1CCCC1=O)NC1CCCc2c1cnn2-c1cc(F)cc(F)c1 (stereo not drawn) | 1%[76.3 µM]
Cc1c(CC(=O)N[C@H](C(=O)O)C(C)C)c(=O)oc2cc3c(cc12)CCC(C)(C)O3 | -6%
O=c1c2ccc(Cl)cc2nc2n1CC/C2=C\c1cccc(O)c1 | 0%
COc1ccccc1NC(=O)NC1CCCc2ccccc21 (stereo not drawn) | 1%[76.3 µM]
COC(=O)C1(C)NC(c2ccc(F)cc2)C2C(=O)N(c3ccc(C)cc3)C(=O)C21 (stereo not drawn) | 4%[76.3 µM]
CCCN(CCC)Cc1c(C(=O)N/N=C/c2cccs2)nnn1-c1nonc1N | -11%
O=C(c1cccs1)N1CCN(c2ccc([N+](=O)[O-])cc2F)CC1 | -5%
CCOc1ccc(C(=O)OC(C)CN2CCCCC2)cc1 (stereo not drawn) | 11%[76.3 µM]
O=C(NC1CCNCC1)C1CCCCC1 | 7%[76.3 µM]
O=C(NC1CCCN(Cc2ccc(Cl)cc2)C1)c1ccoc1 (stereo not drawn) | 1%[76.3 µM]
CN1CCc2c1nc1ccccc1c2NC(=O)CN1CCCC1 | -3%[76.3 µM]

Four entries already listed, sorted by molar mass, descending:
mol | GAA glycogen mod
COC(=O)C1(C)NC(c2ccc(F)cc2)C2C(=O)N(c3ccc(C)cc3)C(=O)C21 (stereo not drawn) | 4%[76.3 µM]
COc1ccccc1NC(=O)NC1CCCc2ccccc21 (stereo not drawn) | 1%[76.3 µM]
CCOc1ccc(C(=O)OC(C)CN2CCCCC2)cc1 (stereo not drawn) | 11%[76.3 µM]
O=C(NC1CCNCC1)C1CCCCC1 | 7%[76.3 µM]

The results go on.
mol | GAA glycogen mod
O=C(O)CN=CC1=C(O)CC(c2ccccc2)CC1=O (stereo not drawn) | -13%[76.3 µM]
CCOc1ccc(CCNC(=O)c2ccc3c(c2)NC(=O)C2CCCN32)cc1OCC (stereo not drawn) | -3%[76.3 µM]
O=C(/C=C/c1cccc(Br)c1)NC1CCN(Cc2ccccc2)CC1 | 3%
O=C(CCCC(=O)c1ccccc1)Nc1ccc(F)cc1 | 3%
CN1CCN(S(=O)(=O)c2ccc(Cl)cc2)CC1 | -3%[76.3 µM]
Cc1ncc([N+](=O)[O-])n1CC(=O)Nc1ccc(Cl)cc1 | 2%
